From PubChem
SENP1 FRET inh – blocks the human SENP1 SUMO protease catalytic domain; AID 624204; recombinant SENP1 catalytic domain, CyPet-SUMO1-YPet FRET cleavage; Q9P0U3; inhibition, % at 10 µM; 0.21% of 360,000 active;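 active = inhibition at least 30% at 10 µM, raw YFP signal under a set limit, fluorescence ratio 0.5 to 1.5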;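 also: 0% = enzyme with DMSO and 100% = no enzyme wells; some results filed as inactive read as strong as hits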
Target sequence (Q9P0U3 419-644 limits assumed): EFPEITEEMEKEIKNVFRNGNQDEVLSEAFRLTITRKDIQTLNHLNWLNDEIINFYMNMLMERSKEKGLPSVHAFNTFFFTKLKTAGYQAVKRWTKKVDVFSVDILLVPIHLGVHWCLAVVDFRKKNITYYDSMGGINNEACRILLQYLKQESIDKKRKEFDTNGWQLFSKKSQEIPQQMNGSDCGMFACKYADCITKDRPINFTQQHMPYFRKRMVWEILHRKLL
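Controls: no-enzyme wells low, DMSO-plus-enzyme wells high control. Test system: human recombinant His6-tagged SENP1 catalytic domain enzyme. Reagent: SFCypet-SUMO1-SFYpet FRET protein substrate, 25 nM final. Doses: one dose per compound, 10 µM, 0.5% DMSO. Detection: FRET, CFP and YFP emission. Timing: 50 min reaction at room temperature.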
SENP8 block – SENP8 (human) protease inhibition | Q96LD8 | recombinant SENP8, Nedd8 substrate fluorescence | inhibition, % at 20 µM | 0.64% of 360,000 active; in the data active = inhibition mostly above about 40%, no sharp cut-off; inactive = mostly below about 27%
Target sequence (Q96LD8 whole entry, looked up): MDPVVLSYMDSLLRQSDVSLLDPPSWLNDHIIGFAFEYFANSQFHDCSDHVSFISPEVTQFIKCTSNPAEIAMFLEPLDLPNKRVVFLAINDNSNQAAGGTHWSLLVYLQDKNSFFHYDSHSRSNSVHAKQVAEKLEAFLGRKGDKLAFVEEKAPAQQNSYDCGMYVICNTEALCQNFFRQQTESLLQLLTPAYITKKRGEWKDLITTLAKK
SENP6 inh – blocks the human protease SENP6; Recombinant SENP6 catalytic domain, aminoluciferin luminescence; inhibition, % at 10 µM; 1.8% of 330,000 active; AID 2599;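 active = inhibition above about 50% at the single tested dose, limit read from the data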;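 also: plate controls were DMSO wells with enzyme for no effect and DMSO wells lacking enzyme for full effect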
Target sequence (Q9GZR1 628-1112 limits assumed): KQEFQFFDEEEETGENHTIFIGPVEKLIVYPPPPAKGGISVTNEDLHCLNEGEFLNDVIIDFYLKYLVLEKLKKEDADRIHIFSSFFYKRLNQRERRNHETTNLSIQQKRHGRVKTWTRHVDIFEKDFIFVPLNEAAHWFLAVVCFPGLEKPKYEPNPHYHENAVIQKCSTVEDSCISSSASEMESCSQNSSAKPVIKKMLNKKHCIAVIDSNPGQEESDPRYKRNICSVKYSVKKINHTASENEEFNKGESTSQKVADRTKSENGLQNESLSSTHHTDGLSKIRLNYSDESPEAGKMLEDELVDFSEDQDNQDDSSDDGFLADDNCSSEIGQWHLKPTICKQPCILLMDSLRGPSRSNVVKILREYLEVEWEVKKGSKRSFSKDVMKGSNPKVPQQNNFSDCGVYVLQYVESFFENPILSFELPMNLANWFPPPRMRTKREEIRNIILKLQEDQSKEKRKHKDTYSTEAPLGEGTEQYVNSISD
PfGluPho inh – PfG6PD (Plasmodium falciparum) enzyme inhibition | 0.78% of 350,000 active | inhibition, % at 20 µM | PfGluPho enzyme, NADPH resazurin-diaphorase fluorescence;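 active = inhibition reaching at least a set limit at 20 µM in the primary screen, cut at about 59% in these data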;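 also: 0% = DMSO wells with substrate and 100% = DMSO wells lacking glucose-6-phosphate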
hIAP act – human IAP activation; purified human IAP, CDP-Star luminescence, 30 min; hits give high values; 1 = vehicle-only enzyme, 0 = enzyme-free background; P09923; AID 2524; 0.16% of 330,000 active; activation factor at 10 µM;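 active = activation factor of the enzyme at least 2-fold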; also: the source names both 10 and 20 µM as test concentration; values of inactives mirror those of a sister screen read the other way
MPTP inh – blocks calcium-induced mitochondrial swelling. isolated mouse mitochondria, Ca2+ swelling absorbance, 30 min. 1.4% of 360,000 active. inhibition, % at 10 µM;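 active = inhibition of 50% or more, scaled per plate between neutral and stimulator controls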;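 also: 0% = DMSO wells given calcium and 100% = 1 mM EGTA wells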
NR3A LBD binder – modulates the human NR3A ligand-binding domain; NR3A LBD differential scanning fluorimetry, Tm shift; 0% = protein alone, 100% = glycine-bound protein; AID 1259313; Tm shift relative to glycine control, % at 25 µM; 2.5% of 340,000 active;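 active = melting temperature shift of at least 10% of the positive control shift, at one fixed dose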
ATG4B inhibitor – blocks human ATG4B protease cleavage of LC3 substrate | Q9Y4P1 | ATG4B cleavage of LC3-PLA2, NBD-HPC fluorescence, 1 h | inhibition, % at 8.33 µM | 0.51% of 340,000 active; in the data active = inhibition above about 40%
Numbers without * were called inactive; / = no result given. Outcome played no part in choosing rows, and some 6.7% of all compounds hit somewhere here.

SMILES	SENP1 FRET inh	SENP8 block	SENP6 inh	PfGluPho inh	hIAP act	MPTP inh	NR3A LBD binder	ATG4B inhibitor
C/C(=N\NC(=O)Cc1cccn1C)c1ccc([N+](=O)[O-])cc1	1	15	-15	-2	1	2.0	0	-1
CCOC(=O)c1cc(-c2ccc(C)o2)nn1CCC#N	1	27	-22	-20	1.1	0.2	1	-7
COC(=O)C1=C(C)N(C)C(=O)NC1c1cccc2ccccc12 (configuration not stated)	0	0	12	-1	0.95	1.1	0	-4
Cc1nn(C(C)C(=O)NCCCN2CCCCCC2)c(=O)c2cc3sccc3n12 (configuration not stated)	-19	13	-5	14	1.3	-2.0	2	5
COc1ccc2oc(-c3ccccc3[N+](=O)[O-])cc(=O)c2c1	2	-1	-4	6	1	-0.9	-1	16
Cc1oc(-c2ccc(Cl)cc2)nc1CN1CCC(C(=O)NCC2CCCO2)CC1 (configuration not stated)	1	5	13	2	1.3	-1.9	-3	-3
NCCCC[C@@H](C(=O)N1CCNCC1)n1cc(CCC(=O)O)nn1	0	24	-7	-3	1.1	0.7	4	-2
COCCn1c(=NC(=O)c2ccc(S(=O)(=O)N3CCc4ccccc4C3)cc2)sc2cc(S(N)(=O)=O)ccc21	1	-385	5	-7	1.1	-17	25*	7
COCCCNC(=O)C1CC(=O)N(CCc2ccc(F)cc2)C1 (configuration not stated)	0	2	1	-8	0.89	0.0	-2	5
Cc1ccc(CSc2nnc(SCC(=O)N/N=C/c3c[nH]c4ccccc34)s2)cc1	1	12	/	14	/	2.9	-3	5
CC(NC(=O)[C@H](C)NC(=O)C1CC(=O)N(c2ccc3c(c2)OCO3)C1)c1ccccc1 (some centres not stated)	1	14	9	-10	0.94	-0.8	0	-2
O=[N+]([O-])c1cccc(CON=Cc2ccccc2O)c1	1	17	/	8	/	-0.1	/	/
CCOC(=O)Cn1nc(C)c(NC(=O)c2ccc(Cl)c([N+](=O)[O-])c2)c1C	1	21	-3	1	0.93	61*	-2	-20
COc1ccc(OC)c(S(N)(=O)=O)c1	1	12	-8	-6	1.1	-0.7	0	6
C[C@@H]1O[C@@H](O[C@@H]2[C@@H](O)[C@H](OCCc3ccc(O)c(O)c3)O[C@H](CO)[C@H]2OC(=O)/C=C/c2ccc(O)c(O)c2)[C@H](O)[C@H](O)[C@H]1O	-24	-140	-3	49	0.9	-1.2	2	-8
O=C(Cn1c(=O)c2cccn2c2ccccc21)Nc1cc(F)ccc1F	-12	-27	1	8	0.99	-1.1	-3	-7
COc1cccc(NC(=O)C(=O)NCCC2CCCCN2S(=O)(=O)c2ccccc2)c1 (configuration not stated)	1	21	16	18	1.1	0.4	1	-9
C/C(=N\N=C(N)N)c1ccc(C)c(C)c1	0	-454	10	-5	1	2.8	1	0
CCC(C)(C(=O)NC1CCCCC1)N(Cc1ccco1)C(=O)CC1NC(=O)NC1=O (configuration not stated)	1	16	-2	2	0.9	0.8	0	-2
COc1ccc2[nH]c3c(c2c1)CCN1C(=O)C(CC(=O)NC(C)(C)C)C[C@H](C(=O)N2CCOCC2)[C@@]31CCC1CCCC1 (some centres not stated)	0	8	/	9	/	-1.7	-1	/
Cc1ccc(-c2nc(NC(=O)CSc3nnc(C)s3)ns2)cc1	-1	-22	1	16	1	-1.4	-1	-2
Cn1c(N)c(C(=O)CSc2nn(-c3ccc(F)cc3)c(=S)s2)c(=O)n(C)c1=O	-7	3	-9	20	1	0.2	31*	2
O=C1C=CC(c2ccccc2)(c2ccccc2)CC1	0	10	/	-3	/	-0.5	0	1
COc1ccc(CC(=O)OCC(=O)NC2CCCCC2)cc1OC	-1	6	0	14	0.88	0.3	3	-2
CCOc1ccc(NC(=O)c2ccccc2NC(=O)CNC2CCCC(C)C2C)cc1 (configuration not stated)	-3	6	-2	-5	1	2.0	13*	3
O=C(COC(=O)CCc1nc2ccccc2s1)NCc1ccco1	3	5	-25	1	1.1	-2.5	-2	7
CCOC(=O)c1cc2c(C)n(-c3ccc(OCC)cc3)c(C)c2cc(C(=O)OCC)c1=O	-5	-5	8	10	0.9	1.0	-1	3
Cc1ccccc1NCC(=O)N=Nc1c(O)[nH]c2ccc([N+](=O)[O-])cc12	5	24	3	1	1.2	5.2	6	-6
CC(C=NNc1ccc([N+](=O)[O-])cn1)=Cc1ccccc1	-30	-156	/	22	/	1.9	1	-1
CCOC(=O)C1=C(C)N=c2s/c(=C/c3ccco3)c(=O)n2C1c1cccc(OC)c1 (configuration not stated)	/	/	-26	1	0.87	/	-1	1
COc1cccc(C(=O)Nc2ncc3c(n2)CC(C)CC3=O)c1 (configuration not stated)	0	10	-9	-14	1	0.5	-1	1
O=C1CC(N2CCN(c3ncccn3)CC2)C(=O)N1CCc1ccccc1 (configuration not stated)	0	22	-14	-18	1.1	-0.8	-1	-5
CCOn1c(=O)c(-c2cccc(Br)c2)[n+]([O-])c2ccccc21	-10	-68	20	17	0.95	-0.3	-1	-5
CSc1nc2sc3c(c2c(=O)[nH]1)CC(C)(C)OC3	1	-32	-17	5	1.1	2.0	-1	-3
O=C(CSc1cn[nH]n1)Nc1ccccc1C(=O)O	0	0	-7	6	0.83	-2.1	2	0
COc1cc(C(=O)COC(=O)c2cnc(C)cn2)ccc1OC(F)F	3	8	-16	-12	1	1.7	2	5
Nc1ncnc2c1ncn2[C@@H]1O[C@H](CNS(=O)(=O)c2ccc(-c3ccno3)s2)[C@@H](O)[C@H]1O	-1	14	/	-2	/	-0.7	-1	0
O=C(NC1CCCCC1)N1CCNCC1	1	9	-1	-16	1.1	1.1	1	-4
Cc1ccc(NS(=O)(=O)c2ccc(-c3cnc(C4CC4)o3)cc2)c(C)c1	1	9	5	-3	1.1	0.9	-7	-8
CC1(C)OC(=O)C(=NNc2ccccc2C(=O)O)C(=O)O1	0	24	9	-20	1.1	-0.3	0	-2
Cc1c(C(=O)N2CCCCC2)sc(NC(=O)C23CC4CC(CC(C4)C2)C3)c1C#N	-3	19	-2	6	0.97	-0.7	1	4
O=C(C1CCN(S(=O)(=O)c2ccccc2)CC1)N1CCN(Cc2ccccc2)CC1	2	7	0	11	0.97	-0.2	1	-3
CS(=O)(=O)c1ccc(Cl)c(NC(=O)CSc2n[nH]c(-c3cccs3)n2)c1	-1	-29	12	-19	1	-2.4	-1	-6
CCOC(=O)/C(=C/Nc1ccccc1)[N+](=O)[O-]	1	29	-24	2	1	0.6	0	-10
Cc1ccc(C(C)NC(=O)c2c(C)noc2C)cc1C (configuration not stated)	-1	13	-14	-7	0.99	-0.1	0	-6
Nc1nnc(SCC(=O)Nc2nnc(-c3ccccc3)o2)s1	3	-4	-7	7	1.1	-0.5	2	-10
CSc1ncccc1C(=O)N(C)CC(=O)Nc1ccc(Cl)cc1	0	2	-15	-11	1	-1.1	1	7
NC(=O)CC(NC(=O)Cc1cccc2ccccc12)c1ccc(NC2CCN(Cc3ccccc3)CC2)c([N+](=O)[O-])c1 (configuration not stated)	4	27	-5	-2	0.93	-1.9	0	-10
CCOc1ccc(-n2c(SCc3cc(=O)oc4cc(C)c(C(C)C)cc34)nnc2-c2cccnc2)cc1	-1	9	7	-9	0.97	1.1	-1	-7
O=C(CSc1ccc2nnc(-c3ccc(Cl)cc3)n2n1)N1CCCc2ccccc21	1	-126	-14	3	1.1	3.3	-4	-6
COC(=O)c1cc2c(C)[nH]c(C)c2cc(C(=O)OC)c1=O	-1	-24	-3	8	0.79	0.1	-1	-3
CCOc1ccccc1CNC(=O)c1cc2oc3ccccc3c2n1C	0	-17	-2	-8	1.2	2.3	-2	-17
C/C(CC(=O)NCc1ccccc1)=N\NC(N)=S	4	3	18	3	0.94	-0.8	-2	2
Cc1ccc(S(=O)(=O)N2CCC(C(=O)OCC(=O)NCCc3ccccc3)CC2)cc1C	1	6	0	-11	0.99	-0.7	-2	-6
S=C(NCc1ccc(Cl)c(Cl)c1)NCc1ccco1	-11	-6	-13	28	1.4	7.7	0	23
O=C(NCCc1ccccc1)c1ccc(Cl)c(S(=O)(=O)N2CCCC2)c1	0	6	-3	-7	1.3	-0.9	1	-1
COc1ccccc1C(=O)COC(=O)CSC(C)C(=O)Nc1cc(C)on1 (configuration not stated)	1	-1	-3	1	1.1	1.1	2	3
O=C1CN(C(=O)COC(=O)C23CC4CC(CC(O)(C4)C2)C3)c2ccccc2N1	0	-2	5	19	0.96	-1.1	-3	-18
O=[N+]([O-])c1ccc2nonc2c1Nc1cccc(F)c1	9	22	-33	2	0.86	-1.0	2	-5
O=C(Nc1cc(Cl)cc(Cl)c1)C(NCC1CCCO1)c1ccccc1 (configuration not stated)	-3	8	5	4	1.1	10	-7	-13

Copied from the results shown, 11 compounds:
SMILES	SENP1 FRET inh	SENP8 block	SENP6 inh	PfGluPho inh	hIAP act	MPTP inh	NR3A LBD binder	ATG4B inhibitor
O=C(CSc1ccc2nnc(-c3ccc(Cl)cc3)n2n1)N1CCCc2ccccc21	1	-126	-14	3	1.1	3.3	-4	-6
COC(=O)c1cc2c(C)[nH]c(C)c2cc(C(=O)OC)c1=O	-1	-24	-3	8	0.79	0.1	-1	-3
CCOc1ccccc1CNC(=O)c1cc2oc3ccccc3c2n1C	0	-17	-2	-8	1.2	2.3	-2	-17
C/C(CC(=O)NCc1ccccc1)=N\NC(N)=S	4	3	18	3	0.94	-0.8	-2	2
Cc1ccc(S(=O)(=O)N2CCC(C(=O)OCC(=O)NCCc3ccccc3)CC2)cc1C	1	6	0	-11	0.99	-0.7	-2	-6
S=C(NCc1ccc(Cl)c(Cl)c1)NCc1ccco1	-11	-6	-13	28	1.4	7.7	0	23
O=C(NCCc1ccccc1)c1ccc(Cl)c(S(=O)(=O)N2CCCC2)c1	0	6	-3	-7	1.3	-0.9	1	-1
COc1ccccc1C(=O)COC(=O)CSC(C)C(=O)Nc1cc(C)on1 (configuration not stated)	1	-1	-3	1	1.1	1.1	2	3
O=C1CN(C(=O)COC(=O)C23CC4CC(CC(O)(C4)C2)C3)c2ccccc2N1	0	-2	5	19	0.96	-1.1	-3	-18
O=[N+]([O-])c1ccc2nonc2c1Nc1cccc(F)c1	9	22	-33	2	0.86	-1.0	2	-5
O=C(Nc1cc(Cl)cc(Cl)c1)C(NCC1CCCO1)c1ccccc1 (configuration not stated)	-3	8	5	4	1.1	10	-7	-13

Additional entries:
SMILES	SENP1 FRET inh	SENP8 block	SENP6 inh	PfGluPho inh	hIAP act	MPTP inh	NR3A LBD binder	ATG4B inhibitor
Cn1c(-c2ccc(F)cc2)cnc1SCC(=O)NNC(=O)Cc1ccccc1	-1	10	-4	10	2	0.4	-1	3
Fc1ccc(OCCOCCN2CCNCC2)cc1	1	15	6	-4	1	-0.4	1	3
COc1ccc(C(=O)Nc2nc(CC(=O)NCCc3ccccc3)cs2)cc1	0	-2	-10	-4	0.96	0.4	-10	-1
CC(C)(C)c1cc(C(=O)N/N=C/c2ccc(F)cc2)n(-c2ccccc2)n1	0	12	13	26	0.96	2.4	-2	15
CCOC(=O)C1=C(c2ccccc2)c2ccc(OC)cc2N(S(=O)(=O)C(F)(F)F)C1C(=O)OCC (configuration not stated)	-2	-150	/	32	/	1.1	0	-3
Nc1ccc2[nH]ncc2c1	-23	-295	37	10	1	-1.4	-1	-7
